BoNT-A LC inh2 = BoNT/A light chain protease inhibitors, primary screen, biochemical, flow cytometry, MLPCN library. AID 588499, 2011. inhibition, % at 10 µM. Botulinum neurotoxin type A light chain protease (Clostridium botulinum A str. ATCC 3502). multiplex microsphere protease substrate cleavage. actives 0.17% (n = 360,000); also: plate controls were buffer without enzyme for full effect and enzyme alone for no effect
Anthrax LF prot = Bacillus anthracis LF protease inhibitors, primary screen, biochemical, multiplex microsphere, MLPCN library; inhibition, % at 10 µM; actives 0.12% (n = 360,000); multiplex microsphere protease cleavage assay; AID 588501, 2011; Lethal factor (Bacillus anthracis), P15917; also: plate controls were buffer without enzyme for full effect and enzyme alone for no effect
FadD28 FP inh = inhibitors of FadD28 bisubstrate probe binding, primary screen, biochemical, fluorescence polarization, single point | inhibition, % at 12.5 µM | actives 0.22% (n = 360,000); in the data active = inhibition above about 8.5%, passing the limit was not always enough; inconclusive = no clear call, values can overlap the other calls
PfHsp40 rescue = rescue of yeast from PfHsp40 toxicity, primary screen, S. cerevisiae, ATP luminescence. actives 0.68% (n = 340,000). S. cerevisiae expressing PfHsp40, growth rescue. AID 504582, 2011. growth rescue, % at 12.5 µM; in the data active = growth rescue above about 28%, passing the limit was not always enough; inconclusive = no clear call, values can overlap the other calls;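 also: yeast W303a lacking pdr1 and pdr3 grown in galactose medium; growth measured after three days at 30 °C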
BoNT F protease = BoNT/F light chain protease inhibitors, primary screen, biochemical, flow cytometry, MLPCN library. Botulinum neurotoxin type F light chain protease (Clostridium botulinum). inhibition, % at 10 µM. actives 0.22% (n = 360,000). Multiplex microsphere protease cleavage assay; in the data active = inhibition above about 35%, passing the limit was not always enough; inconclusive = no clear call, values can overlap the other calls; also: plate controls were buffer without enzyme for full effect and enzyme alone for no effect
TcdB GH inh = TcdB glycohydrolase inhibitors, primary screen, biochemical, single point, plate reader | Toxin B (Clostridioides difficile), P18177 | TcdB glycohydrolase enzymatic assay | inhibition, % at 9.99 µM | actives 0.24% (n = 350,000); in the data active = inhibition above about 10%
Y pestis TopoI = Yersinia pestis topoisomerase I inhibitors, primary screen, biochemical, cleavage product accumulation, plate reader, single point; Y. pestis Topo-I cleavage product accumulation; activity, % at 10 µM; actives 0.064% (n = 360,000); in the data active = activity above about 50%, passing the limit was not always enough; inconclusive = no clear call, values can overlap the other calls; also: inactives centre near 2
CCHF vOTU inh = CCHFV vOTU protease inhibitors, primary screen, biochemical, Pep-AMC substrate, fluorescence; Crimean-Congo hemorrhagic fever virus L polyprotein viral ovarian tumor (vOTU) protease …; inhibition, % at 11.5 µM; actives 0.55% (n = 370,000); in the data active = inhibition above about 30%; also: 0% = vehicle wells with enzyme and 100% = no enzyme wells
PrPC TRFRET = inhibitors of human cell surface prion protein PrPC, primary screen, cell-based, TR-FRET | Major prion protein (Homo sapiens), P04156 | TR-FRET read-out | actives 0.43% (n = 370,000) | AID 720596, 2013 | inhibition, % at 13.8 µM; in the data active = inhibition above about 24%; also: 0% = median of the test wells and 100% = reference compound wells
The depositor's hits bear a star; ? = inconclusive; nt = not tested or not shown; & = joins results of further samples. Rule as the data show it, unless noted: active = inhibition above about 30%; inconclusive = no clear call, values can overlap the other calls; inactive = below that.

SMILES | BoNT-A LC inh2 | Anthrax LF prot | FadD28 FP inh | PfHsp40 rescue | BoNT F protease | TcdB GH inh | Y pestis TopoI | CCHF vOTU inh | PrPC TRFRET
COC(=O)CN1C(=O)[C@H]2[C@@H](/C=C/c3ccccc3)N3C(=O)CN(Cc4ccc(-c5ccccc5)cc4)C(=O)[C@@]3(C)[C@H]2C1=O | 0.6 | -13 | -2.0 | 1.3 | -5 | 0.6 | -2 | 6 | -4
C[C@@H]1CN([C@@H](C)CO)C(=O)CCCn2nncc2CO[C@@H]1CN(C)S(=O)(=O)c1ccccc1F | -0.2 | -3 | -1.2 | nt | -4 | 1.4&-0.3&0.1 | -5 | 16 | -4
c1ccc(-n2cnc3cc(NCc4ccncc4)ccc32)cc1 | 1.2 | -15 | -4.3 | -0.7 | -6 | nt | 7 | 7 | 0
Cc1cc(C)c(C)c(S(=O)(=O)N2CCN(CC(=O)NC(=O)NCc3ccccc3)CC2)c1C | 0.4 | 1 | -4.1 | 3.0 | 8 | nt | 26 | 3 | 0
CCN(CC)CCNC(=O)c1cn(CC)c2ccc(S(=O)(=O)N3CCOCC3)cc2c1=O | -1.3 | 0 | -0.8 | 0.0 | 1 | 1.3 | 4 | 12 | -3
Cc1ccc(NCc2cccnc2)c(Br)c1 | 0.3 | -5 | -0.3 | 1.1 | -3 | 1.8 | 7 | -9 | -1
CCOC(=O)NNC(=O)NCCCCCCNC(=O)NNC(=O)OCC | -1.7 | -6 | -1.2 | -0.6 | 8 | -1.1 | 1 | 3 | 0
CN1CCN(CC(=O)Nc2ccccc2C(F)(F)F)CC1 | -3.4 | 8 | -3.6 | 0.2 | 9 | 0.8 | -1 | 1 | 0
CCOC(=O)CSc1ccc2nnc(-c3ccccc3)n2n1 | -0.6 | -9 | -1.2 | -0.9 | 0 | 1.7 | 0 | -4 | -4
CCCCc1nc2ccccc2[nH]1 | -1.4 | -4 | 0.0 | -0.7 | -4 | 2.2 | 3 | -5 | 0
CC(=O)NC(CC(=O)NCC(=O)Nc1ccc(F)c(F)c1)c1ccccc1 (stereo not drawn) | 1.5 | 8 | 0.6 | -0.3 | 9 | 1.1 | 1 | 7 | -3
O=C(CSc1nc2ccccc2s1)NCc1ccc2c(c1)OCO2 | -1.0 | 1 | -2.1 | 4.2 | 2 | nt | -8 | 11 | 7
CCOc1cc(-c2ccc(N)c(OCC)c2)ccc1N | -0.1 | -3 | -2.5 | -0.6 | -34 | nt | -7 | 20 | 0
O=C(Cn1cc2c(n1)CCCCC2)Nc1ccc(F)cc1F | -0.1 | -5 | -1.1 | nt | 2 | 0.4 | 3 | 9 | 3
Cc1c(C(=O)NCCN(C)C)oc2ccc(S(=O)(=O)N3CCCC3)cc12 | 1.5 | 1 | -4.3 | 0.2 | 2 | 0.6 | 3 | -1 | 1
CCOc1ccc(NC(=O)CCc2c(C)noc2C)cc1OC | 0.3 | 4 | -1.5 | 0.6 | -6 | 1.2 | 4 | -2 | -1
C[C@H](NC(=O)c1nc[nH]c1C(=O)NCCCCCNC(=O)OC(C)(C)C)C(=O)OCc1ccccc1 | 0.0 | -7 | -4.1 | 1.9 | -8 | -0.3 | 29 | 2 | -7
Cc1ccc(S(=O)(=O)N2CCN(C(=O)COC(=O)CCc3ccccc3)CC2)c(C)c1 | 3.3 | 7 | nt | 3.0 | 1 | 0.2 | 27 | 10 | -7
O=C(Nc1ccc2ncccc2c1)c1ccccc1 | -4.8 | 8 | 0.8 | 2.7 | -20 | 0.2 | -8 | 13 | 11
CCOC(=O)c1c(C)[nH]c(C)c1S(=O)(=O)NCC1CCN(Cc2cccc(F)c2)CC1 | 0.0 | 2 | -3.0 | -0.6 | 2 | 0.8 | 2 | 12 | -4
Cc1cc(C(F)F)n2ncc(C(=O)O)c2n1 | -0.2 | -9 | -1.7 | -0.9 | 3 | 0.4 | 0 | -1 | 1
Cc1ccc(-n2ccnc2SCC(=O)O)cc1C | 0.5 | 4 | -4.1 | 0.1 | 0 | 1.5 | -8 | 9 | 0
Cc1ccc(-n2ncc3c(=O)n(CC#N)cnc32)cc1C | 0.2 | -1 | -3.4 | 1.1 | -4 | nt | -1 | -2 | -3
Cc1ccc(CSc2nnnn2C)cc1 | ? | -3 | -1.2 | -0.6 | 13 | nt | 2 | -3 | -6
Cc1cc(=O)n2c(n1)NC(Nc1cccc(C)c1C)=NC2c1ccc(F)cc1 (stereo not drawn) | 1.1 | -7 | -0.8 | nt | ? | 2.8 | 9 | 5 | -3
CCCCn1nc(NC(=O)c2cccs2)c2cc3cc(OC)ccc3nc21 | 17 | 15 | -5.8 | 5.9 | 14 | nt | 4 | 12 | 2
CN(C(=O)c1ccncc1)C1CC(C)(C)N(O)C(C)(C)C1 | -0.3 | -5 | 0.2 | -0.2 | ? | nt | -5 | -4 | 4
COc1ccccc1NS(=O)(=O)c1ccc(C(=O)NCCCN2CCOCC2)cc1 | ? | ? | -1.5 | 0.0 | ? | 2.6 | -7 | 7 | 3
CCOc1ccccc1N1CCN(C(=O)CNC(=O)c2ccc(OC)c(OC)c2)CC1 | -2.4 | -6 | -0.4 | -0.9 | -9 | -0.6 | 5 | 6 | -1
Cc1csc(N(C(=O)c2ccc(S(=O)(=O)N(C)C)cc2)c2ccccc2)n1 | -0.2 | -2 | -2.4 | -0.9 | -3 | nt | -5 | 9 | -3
C=CCC1(Cc2ccsc2)C(=O)NC(=O)NC1=O | 0.2 | 3 | -4.1 | -0.9 | -8 | 0.9 | 7 | 6 | -6
COc1cccc(-n2c(O)c(C=NCCN3CCNCC3)c(=O)[nH]c2=S)c1 | 0.0 | -1 | -3.9 | -0.7 | ? | -2.5 | 7 | 4 | 2
CC(CS(=O)(=O)c1ccccc1[N+](=O)[O-])N1CCOCC1 (stereo not drawn) | 0.1 | 0 | -3.0 | -1.5 | 2 | 0.9 | -3 | -7 | -3
N/C(=N\S(=O)(=O)c1cc(C(F)(F)F)cc(C(F)(F)F)c1)c1cccs1 | nt | nt | -1.3 | 0.0 | nt | 1.6 | 7 | 11 | 14
COCCNC(=O)C1CCN(C(=O)c2cc3sccc3n2Cc2ccc(F)cc2)CC1 | -1.0 | 0 | -2.0 | -0.2 | -3 | 0.3 | 23 | 1 | 3
CCCNS(=O)(=O)c1ccc(CCC(=O)NCc2ccc3c(c2)OCO3)cc1 | 0.2 | 4 | -4.0 | 0.3 | 5 | nt | -3 | -12 | 2
Cn1c(SCC(=O)N2CCOCC2)nc2c(c1=O)SCC2 | 0.0 | 5 | 0.5 | -0.2 | 4 | -1.0 | 5 | 13 | -4
c1ccc(-c2cc3nc(NCC4CC4)nc(NCC4CCCCC4)c3s2)cc1 | 2.0 | 0 | -7.1 | nt | -21 | 1.4 | 11 | -1 | 3
COc1ccc(CCNC(=O)C(=O)NCc2cccs2)cc1OC | -1.8 | -8 | -2.8 | 0.1 | -8 | 1.4 | 3 | -12 | -3
COc1ccccc1CNC(=O)C1CCN(S(=O)(=O)N2CC(C)CC(C)C2)CC1 (stereo not drawn) | -0.5 | -2 | -2.9 | 0.3 | -6 | -0.2 | 10 | 5 | -4
CCN(CC)C(=O)[C@H]1CC(CC(=O)NCCCN(C)C)C(=O)N2CCc3c([nH]c4ccccc34)[C@]12C (stereo partly drawn) | -0.4 | -6 | -5.7 | 0.6 | -8 | 1.6 | -6 | -6 | -2
O=C1CCC([N+](=O)[O-])C(c2cc3c(cc2Br)OCO3)N1 (stereo not drawn) | 0.5 | 0 | -1.6 | 0.0 | 2 | 0.6 | 5 | 1 | -5
N#Cc1ccccc1S(=O)(=O)N1CCN(C(=O)[C@H](Cc2ccccc2)NC(=O)c2ccco2)CC1 | 0.1 | -9 | -2.0 | 1.0 | -4 | 0.0 | 10 | 4 | 10
CS(=O)(=O)N(Cc1ccc(C(=O)NC2CCCCC2O)cc1)c1ccccc1 (stereo not drawn) | -0.2 | 0 | -1.2 | -1.6 | 4 | nt | 1 | -10 | -1
CN(c1ccccc1)S(=O)(=O)c1cccc(NC(=O)CSc2nccc(=O)[nH]2)c1 | 0.0 | 7 | -1.8 | -0.7 | 2 | 0.1 | 1 | 0 | 0
COc1ccc(-c2nc(SC(CC(=O)NCCN3CCOCC3)c3cccs3)n[nH]2)cc1 (stereo not drawn) | -0.1 | -6 | -1.4 | -0.5 | -3 | 1.1 | -5 | -16 | -3
O=C(Nc1nncs1)c1cccc(S(=O)(=O)N2CCCC2)c1 | 0.1 | 9 | -1.0 | -1.1 | -4 | nt | 7 | -7 | 1
O=c1[nH]c(/C(Cl)=C/c2c(F)cccc2Cl)nc2cc(Cl)ccc12 | 0.0 | -5 | -2.7 | -1.3 | 7 | 0.7 | 1 | 8 | -3
COC(=O)c1ccccc1NC(=O)NCc1c(C)nn(C)c1C | 0.3 | 1 | 1.2 | -0.6 | 9 | 0.4 | -8 | 8 | 3
CN(c1ccccc1)S(=O)(=O)c1cccc(NC(=O)COc2ccccc2)c1 | -1.2 | -2 | -0.2 | 1.9 | -6 | 0.5 | 26 | 21 | 7
Cc1ccc(Oc2cc(NC(=O)CCCn3nc([N+](=O)[O-])cc3C)cc([N+](=O)[O-])c2)cc1 | -2.9 | -3 | -11 | 0.0 | -16 | nt | 6 | 1 | -4
CCC(=O)Nc1c(-c2ccc(Cl)cc2)c(=O)c2ccccc2n1C | -0.1 | -15 | 2.7 | 5.0 | -19 | 0.8 | -1 | 7 | 4
COCCn1c(SCC(=O)N2CCC(C)CC2)nc2c([nH]c3ccccc32)c1=O | 1.5 | -1 | -3.3 | 1.2 | 10 | 1.1 | 11 | -6 | -4

Reformatted in markdown: 10 of the compounds above
| canonical_smiles | BoNT-A LC inh2 | Anthrax LF prot | FadD28 FP inh | PfHsp40 rescue | BoNT F protease | TcdB GH inh | Y pestis TopoI | CCHF vOTU inh | PrPC TRFRET |
| --- | --- | --- | --- | --- | --- | --- | --- | --- | --- |
| CCN(CC)C(=O)[C@H]1CC(CC(=O)NCCCN(C)C)C(=O)N2CCc3c([nH]c4ccccc34)[C@]12C (stereo partly drawn) | -0.4 | -6 | -5.7 | 0.6 | -8 | 1.6 | -6 | -6 | -2 |
| O=C1CCC([N+](=O)[O-])C(c2cc3c(cc2Br)OCO3)N1 (stereo not drawn) | 0.5 | 0 | -1.6 | 0.0 | 2 | 0.6 | 5 | 1 | -5 |
| N#Cc1ccccc1S(=O)(=O)N1CCN(C(=O)[C@H](Cc2ccccc2)NC(=O)c2ccco2)CC1 | 0.1 | -9 | -2.0 | 1.0 | -4 | 0.0 | 10 | 4 | 10 |
| CS(=O)(=O)N(Cc1ccc(C(=O)NC2CCCCC2O)cc1)c1ccccc1 (stereo not drawn) | -0.2 | 0 | -1.2 | -1.6 | 4 | nt | 1 | -10 | -1 |
| CN(c1ccccc1)S(=O)(=O)c1cccc(NC(=O)CSc2nccc(=O)[nH]2)c1 | 0.0 | 7 | -1.8 | -0.7 | 2 | 0.1 | 1 | 0 | 0 |
| COc1ccc(-c2nc(SC(CC(=O)NCCN3CCOCC3)c3cccs3)n[nH]2)cc1 (stereo not drawn) | -0.1 | -6 | -1.4 | -0.5 | -3 | 1.1 | -5 | -16 | -3 |
| O=C(Nc1nncs1)c1cccc(S(=O)(=O)N2CCCC2)c1 | 0.1 | 9 | -1.0 | -1.1 | -4 | nt | 7 | -7 | 1 |
| O=c1[nH]c(/C(Cl)=C/c2c(F)cccc2Cl)nc2cc(Cl)ccc12 | 0.0 | -5 | -2.7 | -1.3 | 7 | 0.7 | 1 | 8 | -3 |
| COC(=O)c1ccccc1NC(=O)NCc1c(C)nn(C)c1C | 0.3 | 1 | 1.2 | -0.6 | 9 | 0.4 | -8 | 8 | 3 |
| CN(c1ccccc1)S(=O)(=O)c1cccc(NC(=O)COc2ccccc2)c1 | -1.2 | -2 | -0.2 | 1.9 | -6 | 0.5 | 26 | 21 | 7 |

Screens (PubChem)
